TRPV1 agonist: HTS Assay for Compounds that Act as Agonists of the Vanilloid Receptor 1 | Transient receptor potential cation channel subfamily V member 1 (Homo sapiens), Q8NER1 | TRPV1-expressing cells, Fluo-8 calcium influx, agonist mode | activation, % at 8.33 µM | 320,000 tested, 0.19% active | AID 540275, 2011; in the data active means activation above about 80%; inconclusive means between about 30% and that limit; further: 0% is about no effect
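TRPV1-expressing cells were cultured overnight at 35.5C and loaded with Fluo-8 calcium dye for 40 to 90 min at room temperature. After a 10 s baseline, compound was added and calcium influx was read kinetically for 3 min (ex 480/em 520 nm).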
Coupling enz: qHTS Assay for Inhibitors of Fructose-1,6-bisphosphate Aldolase from Giardia Lamblia: Coupling assay counterscreen | coupling enzyme system counterscreen, AmpLite Red fluorescence | activity change, negative = inhibition, % at 58.2 µM, hits read low | 290,000 tested, 0.67% active; in the data active means activity change below about -30%; further: on the % scale 0 is the no-effect control and ±100 the full control effect
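Coupling enzymes only (glyceraldehyde-3-phosphate) + compound, at 57.5 uM final, 10 min RT; add substrate/coupling/AmpLite Red mix, 20 min RT; fluorescence ex 525/em 598 nm. Actives flag coupling-system interference.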
MBNL1 CUG block: qHTS Assay for Inhibitors of MBNL1-poly(CUG) RNA binding. Muscleblind-like protein 1 (Homo sapiens), Q9NR56. TR-FRET MBNL1-His/biotin-(CUG)12 binding, 665/545 ratio. Potency, µM (doses to about 57.5 µM), for inactives: at the highest dose activity change, negative = inhibition, hits mostly inhibitors. 280,000 tested, 0.036% active. AID 2675, 2010; active means well fitted inhibition curve with a large enough effect in the signal ratio, with a control signal flat, not every such curve was filed as active; inconclusive means small, poorly fitted or top-dose-only effect, or effect the other way, or a change in a side signal; inactive means no such curve, though single readings can be large or run the other way; the % refers to the signal ratio; further: potency means the concentration at half of the fitted maximal effect; on the % scale 0 is the no-effect control and ±100 the full control effect
Target sequence (Q9NR56 whole entry, looked up): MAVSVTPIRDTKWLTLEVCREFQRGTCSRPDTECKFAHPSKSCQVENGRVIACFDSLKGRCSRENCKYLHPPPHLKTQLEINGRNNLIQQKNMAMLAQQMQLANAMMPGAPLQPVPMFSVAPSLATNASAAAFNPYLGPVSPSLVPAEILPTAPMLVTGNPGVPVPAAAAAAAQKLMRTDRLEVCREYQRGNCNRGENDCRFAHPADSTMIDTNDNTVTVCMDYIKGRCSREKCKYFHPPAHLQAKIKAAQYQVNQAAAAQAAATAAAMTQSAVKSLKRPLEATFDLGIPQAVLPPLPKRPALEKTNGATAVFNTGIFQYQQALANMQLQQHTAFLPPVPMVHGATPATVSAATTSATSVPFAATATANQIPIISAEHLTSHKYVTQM
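TR-FRET readout: Ex 340 nm, 665/545 nm emission ratio, normalized to buffer-only (basal) and MBNL1-(CUG)12 controls. Complex of MBNL1-His with Biotin-(CUG)12, compounds 92 nM–58 uM, incubated 60 min at room temperature.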
KCNH2 WT inh: qHTS for Inhibitors of KCHN2 3.1: Wildtype qHTS | Voltage-gated inwardly rectifying potassium channel KCNH2 (Homo sapiens), Q12809 | U2OS, BacMam KCNH2, thallium flux FluxOr; hits give low values | activity change, % at 1.84 µM | 340,000 tested, 0.37% active;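 active means maximum activity change below -70%; inconclusive means maximum activity change between -70% and -50%; inactive means maximum activity change above -50%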; further: on the % scale 0 is the no-effect control and ±100 the full control effect
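U2OS cells transduced with wild-type KCNH2 virus are loaded with FluxOr dye for 45 min, and thallium flux is measured in kinetic reads before and after stimulation buffer. Rate constants are normalized to DMSO controls.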
GALK inh: qHTS Assay for Inhibitors of Human Galactokinase (GALK) | Potency, µM (titrated, usually from 57.5 µM), for inactives: top-dose activity change, negative = inhibition, actives largely listed as inhibitors | 270,000 tested, 0.007% active | AID 1868, 2009 | Purified GALK, Kinase-Glo residual ATP luminescence | P51570; further: potency means the concentration at half of the fitted maximal effect; on the % scale 0 is the no-effect control and ±100 the full control effect
Target sequence (P51570 whole entry, looked up): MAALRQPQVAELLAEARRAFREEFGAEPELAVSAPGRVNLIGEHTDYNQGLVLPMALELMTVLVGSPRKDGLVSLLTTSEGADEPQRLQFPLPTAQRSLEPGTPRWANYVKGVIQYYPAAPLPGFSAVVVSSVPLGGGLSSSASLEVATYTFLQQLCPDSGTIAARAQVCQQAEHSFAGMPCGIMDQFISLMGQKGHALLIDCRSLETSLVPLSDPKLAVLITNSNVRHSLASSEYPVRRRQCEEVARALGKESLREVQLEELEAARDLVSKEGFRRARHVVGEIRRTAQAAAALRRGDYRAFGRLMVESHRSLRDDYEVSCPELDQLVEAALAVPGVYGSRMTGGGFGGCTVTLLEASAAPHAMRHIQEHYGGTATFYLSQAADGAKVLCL
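Human GALK (5 nM) with 35 uM ATP and 100 uM galactose in 20 mM HEPES pH 8.0, 5 mM MgCl2, 60 mM NaCl, 1 mM DTT, 0.01% BSA. After 1 h at room temperature, leftover ATP was read by Kinase-Glo Plus luminescence.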
ASM inhibitor: Inhibitors of Secretory Acid Sphingomyelinase (S-ASM): qHTS; Sphingomyelin phosphodiesterase (Homo sapiens), P17405; placental ASM, HMU-PC fluorogenic substrate, 60 min; Potency, µM (series often up to 57.5 µM), for the others: at the top dose activity change, negative = inhibition, actives largely listed as inhibitors; 340,000 tested, 0.006% active; AID 504937, 2011; further: potency means the concentration at half of the fitted maximal effect
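Steps: dispense placental human ASM, pin compound, wait 10 min at room temperature, add HMU-PC0 substrate at 9 uM final, incubate 60 min at 37 °C, add stop solution raising pH to 10, read fluorescence.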
KCNH2 3.1 inh: qHTS for Inhibitors of KCHN2 3.1: Mutant qHTS | U2OS KCNH2 3.1, thallium flux FluxOr; hits give low values | 340,000 tested, 0.95% active | activity change, % (tested at about 1.8 µM) | AID 720553, 2013;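 active means maximum activity change below -70%; inconclusive means maximum activity change from -70% to -50%; inactive means maximum activity change above -50%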;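 further: thallium influx rate constant from kinetic fluorescence after stimulation buffer; on the % scale 0 is the no-effect control and ±100 the full control effect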
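Channel expression came from 3.1 mutant virus (1.77 x 10^8 /mL) applied to suspended U2OS cells for 4 h. Flux was tracked with FluxOr dye plus Red40 quencher, and kinetic rate constants normalized to controls.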
a7 integrin act: qHTS for Activators of Integrin-Mediated Alleviation for Muscular Dystrophy; alpha7betagal myoblasts, beta-gal FDG fluorescence, 48 h; Potency, µM (titrated, usually from 38.3 µM), for inactives: at the top dose activation, most hits filed as activators; 350,000 tested, 0.064% active; AID 624291, 2012;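 further: potency means the concentration at half of the fitted maximal effect; 100% = response of the positive control SU9516; nearly all actives have a fitted effect of over 60% in size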
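Alpha7betagal+/- myoblasts (passage 13) were plated 16-24 hr, then exposed to compounds (1:260 dilution of DMSO stock) for 48 hours at 37C. After MPER lysis, β-galactosidase reporter activity was read as FDG fluorescence (ex 480/em 540) after 30 minutes.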
AT treatment: qHTS Assay for Identifying a Potential Treatment of Ataxia-Telangiectasia; 320,000 tested, 0.19% active; Potency, µM (top dose mostly 57.5 µM), inactives show at the top dose activation, usual class: activators; AID 485349, 2010; […] A-T fibroblasts, KAP-1 phosphorylation AlphaLISA; neocarzinostatin DNA damage 30 min before lysis; further: potency means the concentration at half of the fitted maximal effect; % of control where 0% means no effect; nearly all actives have a fitted effect of over 45% in size
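ATM-like activity read as KAP-1 phosphorylation via AlphaLISA donor/acceptor antibody pairs after lysis and 6 hr at 25C. Cells were ATM-null patient fibroblasts ([…], hTERT), dosed 60 min, then exposed to the DSB inducer NCS for 30 min.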
CXXC DNA block: qHTS Fluorescence Polarization Assay for Inhibitors of MLL CXXC domain - DNA interaction. Histone-lysine N-methyltransferase 2A (Homo sapiens), Q03164. MLL-CXXC / FITC-HOXA9 DNA fluorescence polarization. Potency, µM (series often up to 115 µM), for the others: at the top dose activity change, negative = inhibition, hits mostly inhibitors. 290,000 tested, 0.037% active. AID 2662, 2010; active means well fitted inhibition curve with a large enough effect in the polarisation, with a control signal flat, not every such curve was filed as active; inconclusive means small, poorly fitted or top-dose-only effect, or effect the other way, or a change in a side signal; inactive means no such curve, though single readings can be large or run the other way; the % refers to the polarisation; further: potency means the concentration at half of the fitted maximal effect
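Fluorescence polarization: 7 uM MLL-CXXC (stock) preincubated 5 min with compounds, then 50 nM fluorescein-HOX-A9 DNA (stock) added; 30 min ambient. Buffer 50 mM Tris-HCl pH 7.5, 50 mM NaCl, 1 mM DTT, 0.05% BSA.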
* hit, by the source's call; u = inconclusive; x = no result given; & = joins results of further samples; [ ] = remark or other dose. Unless noted, the call rests on the fitted dose curve; in most records, active means well fitted curve in the direction sought with a large enough effect; inconclusive means small, poorly fitted or top-dose-only effect, or another doubt; inactive means no such curve, though single readings can be large; an effect the other way counts as inactive or inconclusive.

Start of the data: the first 2 entries as a preview:
Structure	TRPV1 agonist	Coupling enz	MBNL1 CUG block	KCNH2 WT inh	GALK inh	ASM inhibitor	KCNH2 3.1 inh	a7 integrin act	AT treatment	CXXC DNA block
COc1ccc(C(=O)Oc2cc(C)c(CN3CCOCC3)cc2C)cc1OC	5	-1	4%	-10	-1%	3%	-31	-28%	-3%	2%
Cc1ccccc1OCC(=O)Nc1ccc(NC(=O)c2ccco2)cc1	1	1	-6%	3	-3%	0%	18	4%	-3%	9%

The listing, from the first entry:
Structure	TRPV1 agonist	Coupling enz	MBNL1 CUG block	KCNH2 WT inh	GALK inh	ASM inhibitor	KCNH2 3.1 inh	a7 integrin act	AT treatment	CXXC DNA block
COc1ccc(C(=O)Oc2cc(C)c(CN3CCOCC3)cc2C)cc1OC	5	-1	4%	-10	-1%	3%	-31	-28%	-3%	2%
Cc1ccccc1OCC(=O)Nc1ccc(NC(=O)c2ccco2)cc1	1	1	-6%	3	-3%	0%	18	4%	-3%	9%
Nc1c(N)c2ccccc2oc1=O	2	5	u	5	0%	0%	-8	u	-6%	-7%
Cc1ccc(-c2cc(Cc3ccc(N(C)C)cc3)c(=O)[nH]n2)cc1	u	-2	0%	2	x	-6%	-8	-15%	-6%	-8%
Cc1cc(=O)[nH]c(SCc2nnnn2-c2ccc(Cl)cc2)n1	-4	0	-7%	-4	-2%	1%	-4	6%	3%	8%
CSCCC(NC(=O)c1ccc(Cl)cc1Cl)C(=O)NNC(=O)c1ccncc1 (configuration not stated)	1	x	x	2	x	2%	8	4%	-3%	x
CCN1C(=O)N[C@@H](c2cccc(C(F)(F)F)c2)C(C(=O)OC)=C1C	x	0	x	-16	x	0%	-8	0%	x	x
CSc1nnc(C(C)(C)C)c(=O)n1/N=C/c1c(O)ccc2ccccc12	3	-10	-3%	-4	-3%	-17%	0	-6%	3%	4%
CC(=O)Nc1ccc(NS(=O)(=O)c2ccc3ccccc3c2)cc1	-4	-1	10%	3	-2%	-5%	2	22%	2%	-16%
COc1ccc(-c2nn(-c3ccccc3)cc2/C=N/NC(=O)c2ccc3c(c2)OCO3)cc1	1	0	3%	x	2%	x	x	x	1%	12%
COc1ccccc1OCC(=O)NNC(=O)c1ccc2c(=O)n3c(nc2c1)CCC3	-1	x	-6%	-8	-7%	0%	0	-12%	-9%	-7%
Clc1ccc(Cc2ccc(SCc3ccccc3)nn2)c(Cl)c1	10	3	7%	-20	3%	-3%	-27	-4%	17%	2%
CCOc1ccc2[nH]c3c(NCCC(C)C)ncnc3c2c1	3	-3	-5%	-2	x	-6%	-11	-32%	-10%	12%
O=C(CN1C(=O)NC2(CCCC2)C1=O)NNC(=O)c1ccccc1F	-1	x	x	-11	x	2%	-1	27%	10%	x
O=C(NC(=S)NC1CCCCC1)c1ccccc1	u	x	3%	3	-7%	-1%	8	-37%	12%	8%
CN(Cc1c(C(=O)N/N=C/c2cc(F)ccc2F)nnn1-c1nonc1N)C1CCCCC1	3	2	-11%	-24	3%	0%	-3	1%	1%	10%
CCOC(=O)c1ccc2c(c1)sc(=NC(=O)c1ccco1)n2CCOC	14	3	-7%	3	0%	3%	-4	-30%	5%	13%
O=C(NCc1ccco1)c1ccc(Cl)c(S(=O)(=O)N2CCOCC2)c1	1	2	-2%	13	1%	3%	6	-6%	5%	-8%
CCOc1ccc(CNS(=O)(=O)c2cccs2)cc1OCC	6	-1	-8%	2	4%	1%	-13	15%	9%	1%
COc1ccc(Cl)cc1C(=O)NNC(=O)c1ccncc1	1	1	0%	-5	-2%	5%	-4	-4%	-5%	-12%
Cc1sc2ncn3ncnc3c2c1C	-9	0	-5%	-3	-3%	-2%	2	11%	x	3%
O=C(NCCCN1CCCC1=O)c1cc(S(=O)(=O)N2CCOCC2)c(Cl)cc1Cl	2	x	x	-6	x	-7%	12	21%	2%	x
CCOc1ccccc1/C=N/NC(=O)c1cc(C(C)C)[nH]n1	4	-8	12%	-4	7%	5%	6	13%	3%	6%
COc1ccc(NC(=O)CNCc2ccc(Cl)cc2)cc1S(=O)(=O)N1CCOCC1	x	x	x	0	x	1%	1	u	17%	x
COC(=O)c1ccc(C)c(NC(=O)CCCN2C(=O)NC(C)(C)C2=O)c1	-1	x	x	0	x	5%	-23	-1%	8%	x
CC[C@@]12C(=O)N(c3ccccc3)C(=O)N1[C@H](c1cccc(C)c1)[C@@H]1C(=O)N(Cc3ccccc3)C(=O)[C@@H]12	7	-2	3%	-15	x	3%	-5	9%	6%	7%
O=C(CSc1nnc2ccccn12)Nc1cccc(-c2nc3ccccc3s2)c1	1	3	50%[activator]	-3	x	0%	-3	-7%	-1%	3%
CC12CC3CC(C)(C1)CC(C(O)CN1CCOCC1)(C3)C2 (configuration not stated)	27	0	0%	1	9%	1%	7	1%	-9%	-4%
COc1ccccc1-n1nnnc1SCC(=O)Nc1ccccn1	-1	0	-11%	1	0%	6%	-5	-12%	0%	2%
COc1ccc(/C=C/C(=O)OCC(=O)c2c(C)[nH]c3ccccc23)cc1OC	1	-1	92%[activator]	0	1%	0%	6	-8%	-17%	8%
O=C(c1cccc([N+](=O)[O-])c1)N1CCN(Cc2ccc3c(c2)OCO3)CC1	2	1	u	1	0%	2%	30	12%	8%	1%
CCCN1CCc2c(sc(NC(=O)CCS(=O)(=O)c3ccccc3)c2C(N)=O)C1	-4	1	1%	-21	5%	136%[activator]	13	-47%[inhibitor]	19%	1%
COc1ccc(CNS(=O)(=O)c2ccccc2Br)cc1	0	-5&0	0%	x	2%	x	x	x	-5%	2%
CCc1nnc(NC(=O)c2c(O)c3cccc4c3n(c2=O)CC4)s1	0	-1	7%	x	0%	x	x	x	-1%	2%
COc1c2ccc(C(=O)NCCCCc3ccccc3)cc2nn1C	-2	-1	-3%	0	-1%	7%	-18	u	2%	6%
CCOC(=O)NC(Nc1ccc(S(N)(=O)=O)cc1)(C(=O)OCC)C(F)(F)F (configuration not stated)	1	3	1%	6	0%	-6%	2	7%	-2%	-7%
CCOc1ccc2nc(NC(=O)C3=NN(c4ccccc4)C(=O)CC3)sc2c1	1	3	14%	5	-3%	-5%	2	3%	2%	6%
Cc1onc(-c2ccccc2)c1C(=O)NCc1cccs1	1	3	1%	-18	-1%	3%	2	7%	0%	1%
O=C(NCC(=O)N1CCN(c2ccc([N+](=O)[O-])cc2)CC1)c1ccco1	x	x	x	4	x	-2%	4	13%	1%	x
COc1ccccc1C(=O)NNC(=O)C(=O)Nc1ccc(C)cc1	-1	6	0%	-28	1%	5%	-23	-25%	4%	8%
CCOCCCNC(=O)C(NC(=O)CNC(C)=O)c1ccc(Cl)cc1 (configuration not stated)	-1	2	-2%	-9	3%	0%	-6	-14%	1%	-10%
CC(C)CC(=O)c1c[nH]c(C(=O)NCc2cccs2)c1	0	4	-5%	-7	0%	1%	3	2%	-1%	14%
O=C(N/N=C/c1ccncc1)c1nn(Cc2ccccc2)c(=O)c2ccccc12	-1	-5	17%	-9	6%	6%	9	21%	7%	-4%
O=C(COC(=O)Cc1ccsc1)Nc1ccc(Cl)cc1F	x	x	x	-13	x	2%	8	-12%	40%	x
Cc1ccc(C)c(COC(=O)c2cccc(S(=O)(=O)N3CCCC3)c2)c1	19	x	x	-4	x	-2%	-6	-13%	32%	x
c1ccc(C2CCC(N3CCNCC3)CC2)cc1 (configuration not stated)	12	6	u	4	x	6%	-6	-2%	x	u
O=S(=O)(c1ccc(F)cc1)N1CCN(S(=O)(=O)c2cc(F)ccc2F)CC1	1	-1	0%	-13	-2%	2%	-6	5%	7%	20%
S=C(NCc1ccco1)Nc1ccccn1	0	2	0%	-31	-1%	1%	2	41%	-2%	0%
O=C(O)c1ccc(CN2C(=O)CSC2=S)cc1	1	3	7%	-20	-2%	3%	7	-16%	-4%	7%

Compound activity (PubChem BioAssay)
